Bim-Bcl-W = inhibitors of Bim-Bcl-W interaction, human | Q92843 | bead-based flow cytometry, Bim peptide-Bcl-W binding | inhibition, % at 10 µM | 190,000 tested, 0.02% active;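 further: 0% = bound tracer without compound and 100% = peptide blocker; higher means less fluorescent Bim peptide bound to Bcl-W beads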
Target sequence (Q92843 whole entry, looked up): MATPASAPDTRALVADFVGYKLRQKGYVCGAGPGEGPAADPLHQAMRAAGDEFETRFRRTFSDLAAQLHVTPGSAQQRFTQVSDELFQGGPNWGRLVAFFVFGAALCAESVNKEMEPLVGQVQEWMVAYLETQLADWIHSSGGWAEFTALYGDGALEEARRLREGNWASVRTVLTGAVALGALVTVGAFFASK
Bim-Bcl-XL = inhibitors of Bim-Bcl-XL interaction, human; Bim peptide-Bcl-XL binding, bead flow cytometry, fluorescence; inhibition, % at 10 µM; 190,000 tested, 0.04% active
Bcl-2 Bim block = disrupts Bim peptide binding to human Bcl-2 | P10415 | Bead-based flow cytometry, Bim peptide-Bcl-2 binding | inhibition, % at 10 µM | 190,000 tested, 0.06% active; in the data active means inhibition above about 40%; inconclusive means no clear call, values can overlap the other calls;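 further: 0% = no compound wells with probe peptide and 100% = reference peptide inhibitor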
Target sequence (P10415 whole entry, looked up): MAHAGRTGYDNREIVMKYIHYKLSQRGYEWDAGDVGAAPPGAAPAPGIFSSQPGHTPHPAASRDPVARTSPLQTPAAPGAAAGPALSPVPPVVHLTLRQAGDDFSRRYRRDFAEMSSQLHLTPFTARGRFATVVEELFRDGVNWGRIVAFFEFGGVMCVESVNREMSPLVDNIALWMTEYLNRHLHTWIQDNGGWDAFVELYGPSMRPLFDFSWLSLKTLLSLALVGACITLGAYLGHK
RGS4-Gao reg = human RGS4-Galphao interaction regulation | Multiplexed bead flow cytometry, RGS4-Galphao binding; actives lie on both sides | binding response (% of control), % at 10 µM | 220,000 tested, 0.33% active; in the data active means binding response below about 49% or above about 150%; inactive means in between;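 further: fluorescent Galphao activated with aluminum fluoride binding bead-coupled RGS4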
Target sequence (P09471 whole entry, looked up): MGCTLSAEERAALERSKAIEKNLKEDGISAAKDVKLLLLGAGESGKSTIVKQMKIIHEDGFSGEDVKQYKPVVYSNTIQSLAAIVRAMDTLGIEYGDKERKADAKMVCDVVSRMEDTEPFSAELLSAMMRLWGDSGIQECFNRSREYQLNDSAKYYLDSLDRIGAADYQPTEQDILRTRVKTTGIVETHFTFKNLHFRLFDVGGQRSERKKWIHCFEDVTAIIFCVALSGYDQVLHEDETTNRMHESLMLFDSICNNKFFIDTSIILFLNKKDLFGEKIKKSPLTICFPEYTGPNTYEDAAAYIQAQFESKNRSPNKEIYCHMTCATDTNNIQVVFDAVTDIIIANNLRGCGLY
Bcl-B Bim block = disrupts Bim peptide binding to human Bcl-B. Q9HD36. bead-based flow cytometry. inhibition, % at 10 µM. 190,000 tested, 0.073% active. AID 951;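 further: 0% = tracer peptide without compound and 100% = reference inhibitor peptide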
Target sequence (Q9HD36 whole entry, looked up): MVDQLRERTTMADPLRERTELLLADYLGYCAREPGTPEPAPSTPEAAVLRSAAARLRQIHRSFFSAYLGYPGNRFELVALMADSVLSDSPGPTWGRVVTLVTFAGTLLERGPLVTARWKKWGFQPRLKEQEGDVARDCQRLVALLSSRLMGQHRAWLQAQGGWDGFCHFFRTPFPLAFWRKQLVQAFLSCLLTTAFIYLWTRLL
RGS8-Gao reg = regulators of human RGS8-Galphao interaction | P09471 | multiplexed bead flow cytometry, RGS8-Galphao binding; actives lie on both sides | response (percent of control binding), % at 10 µM | 220,000 tested, 0.34% active | AID 1423; in the data active means response below about 60% or above about 140%; inactive means in between;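 further: Galphao activated as the GDP aluminium fluoride complex binding bead-coupled RGS8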
Bfl-1 Bim block = disrupts Bim binding to human Bfl-1. Bead-based flow cytometry, Bim-Bfl-1 binding inhibition. inhibition, % at 10 µM. 190,000 tested, 0.12% active;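 further: 0% = wells without compound plus tracer and 100% = blocker peptide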
ABCG2 block = human ABCG2 inhibition, ABCB1 as counter-screen | Q9UNQ0 | IgMXP3 cells, JC-1 efflux, flow cytometry | inhibition, % at 6.6 µM | 190,000 tested, 0.1% active | AID 1325;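 active means inhibition above 80%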;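 further: 0% = DMSO and 100% = nicardipine control wells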
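Measure – % inhibition of efflux relative to nicardipine and DMSO · Test system – ABCG2 IgMXP3 and barcoded ABCB1 CCRF-Adr cell mix · Control set – nicardipine as high control, DMSO as low control · Compound – one concentration, 6.6 µM final · Signal – flow cytometry of retained JC-1 fluorescence · Timing – 10 min exposure at 25 °C with rotation, no wash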
ABCB1 inh = inhibitors of human ABCB1 transporter, ABCG2 counter-screen | 190,000 tested, 0.067% active | CCRF-Adr cells, JC-1 efflux, flow cytometry | inhibition, % at 6.6 µM | P08183; in the data active means inhibition above about 40%;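 further: 0% = vehicle and 100% = reference inhibitor; higher value means more JC-1 retained so stronger ABCB1 efflux block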
GSH bead fluor = compound fluoresces at 488/530 nm on GSH beads; GSH beads flow cytometry, compound fluorescence 488/530 nm; hits give high values; fluorescence (KMESF) at 10 µM; 190,000 tested, 0.25% active; AID 1776; in the data active means fluorescence above about 89;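 further: glutathione beads carrying GST-tagged Bcl family fusion proteins plus one bare bead set; values are compound well signal with DMSO vehicle wells as background; inactives centre near 16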
RGS7-Gao = modulates binding of RGS7 to human Galphao; P09471; Multiplexed bead flow cytometry; actives lie on both sides; binding response (% of control), % at 10 µM; 220,000 tested, 0.35% active; in the data active means binding response below about 49% or above about 150%; inconclusive means no clear call, values can overlap the other calls; inactive means in between;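 further: fluorescent Galphao held in activated GDP-AlF4 state binding bead-coupled RGS7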
An asterisk follows results filed as active; ? = inconclusive. Unless noted, no stated cut-off is given here; in the data, active means inhibition above about 40%. Compounds as they come. About 1.1% of those tested had a hit in this group.

SMILES	Bim-Bcl-W	Bim-Bcl-XL	Bcl-2 Bim block	RGS4-Gao reg	Bcl-B Bim block	RGS8-Gao reg	Bfl-1 Bim block	ABCG2 block	ABCB1 inh	GSH bead fluor	RGS7-Gao
COc1cccc(CN(C)C(=S)Nc2ccc(C)c(C)c2)c1	-2	0	-6	102	-3	106	-6	11	-0.1	12	104
COc1ccc(NC(=O)CCCn2c(=O)c3sccc3n(Cc3ccc(C)cc3)c2=O)cc1	-3	-3	-1	98	-8	100	-3	59	2.4	11	99
Cc1cc(N(C)C)ccc1[N+](=O)[O-]	-1	0	1	104	0	105	-3	20	1.9	7	104
Cc1ccc(S(=O)(=O)CC(=O)c2ccccc2)cc1	-1	-3	-10	100	-8	99	-12	2	0.5	49	99
Nc1ccc(S(=O)(=O)NC2=NCCCCC2)cc1N	3	0	-5	95	0	99	-4	0	0.0	12	?
CC(=O)N=c1n(C)c2ccccc2n1CCOc1ccccc1	0	-1	0	98	-1	100	-1	1	0.3	10	97
COc1ccc2[nH]c(=O)c(CN(Cc3cccs3)Cc3nnnn3Cc3ccccc3)cc2c1	1	-7	-1	85	0	100	1	4	3.2	12	94
CCn1cc(C(=O)Nc2ccc(OC)c(S(=O)(=O)N3CCCCC3)c2)c(=O)c2ccc(C)nc21	-7	-5	0	95	-14	102	0	3	0.4	2	97
Cc1ccc(S(=O)(=O)c2c(C)cc(-c3ccccc3)[nH]c2=O)cc1	1	-6	-4	100	-3	99	-12	2	0.6	32	102
O=S(=O)(c1cccc(-c2csc(-c3cccnc3)n2)c1)N1CCCCC1	-4	-8	-13	98	-12	103	-20	14	1.0	29	101
CC(C)Cn1c(=O)[nH]c2ccccc21	-2	-6	-7	97	-7	100	-9	9	1.4	13	99
Cc1nnsc1C(=O)Nc1cc(Cl)ccc1Cl	-2	-3	-6	103	-2	105	-2	0	-0.1	18	98
S=c1[nH]nc(-c2ccccc2Cl)n1Cc1ccccc1	-3	-7	-1	103	-20	104	0	-3	-0.8	22	103
O=C1COc2ccc(C(=O)COC(=O)c3ccc4ccccc4n3)cc2N1	-2	-8	-5	101	-3	103	-4	34	1.2	12	102
COc1ccc(CNCC(=O)Nc2sccc2C#N)cc1	-3	-3	0	92	1	99	1	9	-0.1	16	96
Cc1c2c(nc3c(C)cccc13)OC(C)C2 (configuration not stated)	0	-9	-15	103	-7	101	-17	-6	-0.8	20	104
CCC(C)c1c(O)nc(SCC(=O)c2ccccc2)[nH]c1=O (configuration not stated)	0	-2	-4	98	-5	100	-8	3	0.1	27	95
CN(C)S(=O)(=O)c1ccc(N=Cc2c(C(F)(F)F)[nH]n(C)c2=O)cc1	-1	-3	-5	99	-4	100	-5	9	0.7	10	?
Cn1nc(-c2ccc(Cl)cc2)c2cc(C(=O)NC3CC3)sc21	0	-1	-3	101	0	101	-6	2	0.4	14	101
O=C(Nc1ccccc1-c1nc2ccccc2[nH]1)c1ccc(N2C(=O)CCC2=O)cc1	4	-1	-3	99	-3	100	-4	4	4.1	15	98
Cc1ccc(Nc2nc3ccccc3nc2Nc2c(C)n(C)n(-c3ccccc3)c2=O)cc1	3	-5	1	107	-6	108	4	0	0.1	22	106
CC(=O)c1cccc(NC(=O)COC(=O)c2n[nH]c3ccccc23)c1	-4	-2	0	109	-4	104	-2	5	0.5	10	99
COCCn1cnnc1SCC(=O)Nc1ccccc1C(=O)Nc1ccc2c(c1)OCO2	-1	-4	-4	97	-4	100	-11	10	-0.2	35	99
CCOc1ccc(Nc2nc(Cc3nnc(SCC(=O)NC4CCCCC4)n3C)cs2)cc1	-2	-1	-2	103	0	94	-1	9	2.0	14	100
CC1CCC2(CC1)N=C(N)Nc1nc3ccccc3n12 (configuration not stated)	-3	-4	-4	98	1	100	-4	2	0.9	15	103

Reformatted: results already given.
Sequence of screens – Bim-Bcl-W | Bim-Bcl-XL | Bcl-2 Bim block | RGS4-Gao reg | Bcl-B Bim block | RGS8-Gao reg | Bfl-1 Bim block | ABCG2 block | ABCB1 inh | GSH bead fluor | RGS7-Gao
> S=c1[nH]nc(-c2ccccc2Cl)n1Cc1ccccc1
 : -3 | -7 | -1 | 103 | -20 | 104 | 0 | -3 | -0.8 | 22 | 103
> CC(=O)N=c1n(C)c2ccccc2n1CCOc1ccccc1
 : 0 | -1 | 0 | 98 | -1 | 100 | -1 | 1 | 0.3 | 10 | 97

Following part:
SMILES	Bim-Bcl-W	Bim-Bcl-XL	Bcl-2 Bim block	RGS4-Gao reg	Bcl-B Bim block	RGS8-Gao reg	Bfl-1 Bim block	ABCG2 block	ABCB1 inh	GSH bead fluor	RGS7-Gao
O=C1CCCN1CCCNc1ncnc2c1[nH]c1ccc(Cl)cc12	0	0	-4	108	0	104	-1	2	0.9	17	106
NC(=O)C1CC(=O)N(c2ccc(OCc3c(F)cccc3Cl)cc2)C1 (configuration not stated)	0	-4	-5	102	-5	107	-5	-2	-0.8	16	106
CCOC(=O)c1c(NC(=O)CSc2nnc(-c3ccc(C)cc3)o2)sc(C(C)=O)c1C	-7	-5	0	103	-1	99	-3	3	1.4	17	102
Cc1cc(C)c(C)c(C(=O)COC(=O)CNC(=O)CN2C(=O)c3ccccc3C2=O)c1C	-3	0	-5	99	-5	95	-1	9	1.1	7	104
Nc1nnc(CCCCCc2nnc(N)s2)s1	-6	-2	-1	102	-2	102	-4	3	0.7	12	?
FC(F)(F)c1nnc2c(Sc3ccccc3)nc3ccc(Cl)cc3n12	-2	-11	-11	98	-10	98	-18	34	1.5	32	97
Cc1ccc(C(=O)Nc2ccccc2C(=O)NC(CC(=O)O)C(=O)O)cc1 (configuration not stated)	-2	-9	-9	100	-8	101	-21	5	0.2	22	101
CC(C)c1cc(C(F)(F)F)n2nc(C(=O)O)cc2n1	1	-2	-5	99	-8	100	-14	-1	-1.3	39	99
Cc1cc(=O)n2[nH]c(-c3ccccc3Cl)cc2n1	0	-3	-4	101	-3	103	-6	1	0.2	16	104
CC(C)Sc1nc(N2CCOCC2)c2c(c1C#N)CC(C)(C)N(C)C2	0	-3	-6	103	-4	101	-8	0	0.4	35	96
Cc1cccc2cc(COC(=O)c3cccnc3)c(=O)[nH]c12	4	1	2	103	-2	101	-6	2	0.2	6	103
COc1ccc(/C=C/C(=O)c2ccccc2)cc1Cn1nnc2ccccc21	-3	-5	-3	93	-4	94	-2	0	-0.3	9	97
COC(=O)c1ccc(NC(=O)CN(C2CCCCC2)S(C)(=O)=O)cc1	-2	1	-2	102	-2	101	-1	2	0.3	14	102
NC(=O)NC(=O)CC1S/C(=N/N=C2/NC(=O)CS2)NC1=O (configuration not stated)	0	1	-3	103	-1	100	-7	0	0.1	22	103
O=C(CC1(O)C(=O)Nc2ccccc21)c1ccccc1O (configuration not stated)	-2	-8	-6	98	-9	97	-12	4	0.7	46	97
O=C1CCCC2=C1C(c1cccc(O)c1)C1=C(N2)c2ccccc2C1=O (configuration not stated)	-4	-2	-4	94	-7	96	-7	1	0.6	29	100
Cc1ccc(C)c(NC(=O)C(Sc2nc3ccc(C)cc3[nH]2)c2ccccc2)c1 (configuration not stated)	0	0	4	96	-1	87	0	3	0.9	7	94
O=C(NCc1ccc(Cl)cc1)c1cccnc1	1	-5	-7	104	-6	106	-10	0	0.0	16	104
O=C(COc1ccccc1F)N1CCN(S(=O)(=O)/C=C/c2ccccc2)CC1	2	0	3	102	-2	89	2	3	1.2	7	100
O=C(CCC(=O)N(c1cccc(F)c1)C(C(=O)NC1CCCC1)c1ccncc1)Nc1cccnc1 (configuration not stated)	0	-3	-11	98	-7	98	-19	13	0.8	22	98
CCOC(=O)N1CCN(c2c(N3CCC(N4CCCCC4)CC3)c(=O)c2=O)CC1	0	-2	-4	100	-3	102	-9	-4	-2.2	20	101
O=C(O)c1cc([N+](=O)[O-])ccc1N1CCC(Cc2ccccc2)CC1	-6	-5	-4	98	-6	97	-7	26	18	14	97
CCc1nnc(NC(=O)CCC(=O)N2CCN(Cc3cc(F)ccc3OC)CC2)s1	-8	-16	-14	97	-14	103	-25	19	1.6	27	98
Cc1onc(-c2ccccc2)c1C(=O)N1CCN(Cc2ccc3c(c2)OCO3)CC1	1	-4	-3	102	-7	102	-5	0	-0.2	14	98
Cc1ccccc1-n1nc2c(c1NC(=O)COc1ccc(Cl)cc1)CS(=O)C2 (configuration not stated)	-1	-4	-1	98	-4	101	-8	3	1.1	17	94

(more compounds)
SMILES	Bim-Bcl-W	Bim-Bcl-XL	Bcl-2 Bim block	RGS4-Gao reg	Bcl-B Bim block	RGS8-Gao reg	Bfl-1 Bim block	ABCG2 block	ABCB1 inh	GSH bead fluor	RGS7-Gao
Cc1nc2sc(C(c3cccs3)N3CCN(c4cccc(Cl)c4)CC3)c(O)n2n1 (configuration not stated)	0	-2	-10	94	-6	97	-12	1	0.4	22	91
Cc1ccc(C(=O)Cn2nc(C)c([N+](=O)[O-])c2C)c(C)c1	1	3	-1	98	-4	97	-3	24	1.8	17	101
FC(F)(F)c1cccc(N2Cc3ccccc3C2)c1	1	1	-10	97	-11	99	-13	2	0.2	28	98
COc1ccc(N2C(=O)N(Cc3ccccc3F)c3ccccc3S2(=O)=O)cc1	-2	-3	-7	102	-11	114	-12	7	3.1	11	104
CN1CCCC(OC(=O)CCCCC(=O)OC2CCCN(C)C2)C1 (configuration not stated)	4	0	-8	96	-7	99	-7	0	0.0	45	92
Cc1cc(C)c2[nH]c(=O)c(C(c3nnnn3Cc3ccc4c(c3)OCO4)N3CCCC3)cc2c1 (configuration not stated)	-1	0	-8	102	-8	102	-5	-2	-2.1	24	100
COCCCNC(=O)Cn1nc(-c2ccc(C)cc2)ccc1=O	0	-2	0	98	2	99	2	3	0.3	33	98
O=C(Cn1nnc(-c2ccccc2)n1)OCc1csc(-c2ccccc2)n1	-3	0	-2	94	-2	83	-1	1	0.3	18	92
CCCOC(=O)CC1C(=O)NCCN1Cc1cc(OC)cc(OC)c1 (configuration not stated)	-2	-4	-9	100	-5	100	-8	1	0.6	13	98
Cc1c(NC(=O)c2noc(C(C)C)c2[N+](=O)[O-])c(=O)n(-c2ccccc2)n1C	0	-2	-8	101	-3	100	-6	-2	-2.2	20	98
CCCOc1ccc(C(=O)NNC(=S)NC(=O)c2cc(-c3ccc(Cl)cc3)nc3ccccc23)cc1	-1	0	0	108	2	107	0	-2	-0.7	10	108
CCOc1ccc(OCC)c(NC(=O)C2C3C=CC(O3)C2C(=O)NCc2ccco2)c1 (configuration not stated)	11	1	-2	102	5	101	-8	6	1.4	21	98
O=C(NCC1CCCCC1)c1cc([N+](=O)[O-])ccc1N1CCOCC1	0	-2	-3	102	-7	100	-3	1	0.5	24	97
CC1(C)CC2CC(C)(CN2S(=O)(=O)c2ccc(C(=O)Nc3ccc(S(=O)(=O)N4CCOCC4)cc3)cc2)C1 (configuration not stated)	0	0	0	105	-2	104	-2	-2	0.6	5	101
Cn1c(=O)c2c(ncn2CC(=O)N2CCOCC2)n(C)c1=O	4	3	-2	104	-4	104	-8	0	0.1	14	102
COc1ccc(N2CC(C(=O)Nc3ncccc3C)CC2=O)cc1 (configuration not stated)	-3	11	-2	101	2	96	-5	1	0.4	27	102
